IDH1 mut inh: IDH1 R132H (human) inhibition; IDH1 R132H reductase, diaphorase/resazurin fluorescence, 60 min; inhibition, % at 10 µM; hit rate 0.18% among 70,000; AID 624101; in the data active = inhibition above about 34%;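 note: 0% = DMSO and 100% = no enzyme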
EZH2 inh: blocks human EZH2/PRC2 H3K27 methylation; inhibition, % at 12.5 µM; Q15910; DELFIA TRF, 1 h; hit rate 0.35% among 57,000;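 active = mean inhibition of replicates at least 50% and every single replicate also reaching 50%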;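 note: dimethyl H3K27 on biotinylated H3 21-44 peptide detected by antibody; plate controls were median neutral control wells for no effect and median positive control wells for full effect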
Target sequence (Q15910 whole entry, looked up): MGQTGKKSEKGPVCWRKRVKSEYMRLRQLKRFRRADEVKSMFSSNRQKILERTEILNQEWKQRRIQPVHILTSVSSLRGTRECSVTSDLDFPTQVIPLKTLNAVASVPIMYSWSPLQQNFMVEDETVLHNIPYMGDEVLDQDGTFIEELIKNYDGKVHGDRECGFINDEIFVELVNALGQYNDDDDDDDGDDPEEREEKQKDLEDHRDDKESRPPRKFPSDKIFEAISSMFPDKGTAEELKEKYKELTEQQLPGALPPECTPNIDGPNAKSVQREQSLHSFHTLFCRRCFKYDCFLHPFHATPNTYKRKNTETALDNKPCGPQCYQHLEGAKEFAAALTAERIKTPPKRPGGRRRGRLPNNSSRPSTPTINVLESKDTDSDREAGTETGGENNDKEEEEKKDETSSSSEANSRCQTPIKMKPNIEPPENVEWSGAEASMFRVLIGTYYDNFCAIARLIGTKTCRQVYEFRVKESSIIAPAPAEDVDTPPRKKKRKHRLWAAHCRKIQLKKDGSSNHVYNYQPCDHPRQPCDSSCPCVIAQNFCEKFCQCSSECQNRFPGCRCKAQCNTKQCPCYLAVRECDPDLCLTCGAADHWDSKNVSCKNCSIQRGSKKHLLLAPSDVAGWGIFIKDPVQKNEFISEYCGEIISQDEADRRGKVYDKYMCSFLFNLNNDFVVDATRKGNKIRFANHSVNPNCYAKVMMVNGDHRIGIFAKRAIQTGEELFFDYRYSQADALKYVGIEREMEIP
* = called active by the depositor; & = joins results of further samples.

For C[C@H]1CCCCO[C@H](CN(C)S(=O)(=O)c2cn(C)cn2)[C@@H](C)CN([C@@H](C)CO)C(=O)c2cc(NS(=O)(=O)c3ccc(Cl)cc3)ccc2O1 the results were IDH1 mut inh -3.3.
COc1cc(OC)c(NC(=O)COc2ccc([N+](=O)[O-])cc2)cc1Cl was read as IDH1 mut inh 0.2 and EZH2 inh -34.
COc1ccc(CN(C)C[C@@H]2OCCCC[C@@H](C)Oc3ccc(NC(=O)Nc4ccc(OC)cc4)cc3C(=O)N([C@@H](C)CO)C[C@@H]2C)cc1 was read as IDH1 mut inh 1.6.
O=C(N[C@@H]1CC[C@H](CCn2cc(-c3ccccn3)nn2)O[C@H]1CO)c1ccc(F)cc1 was read as IDH1 mut inh 0.1 and EZH2 inh 3.
`COc1cccc2cc(C(=O)Nc3cccc(Cn4cccn4)c3)c(=O)oc12` gave IDH1 mut inh -0.3.
Screening C/C=C/c1cnc2c(c1)C(=O)N([C@@H](C)CO)C[C@@H](C)[C@H](CN(C)C(=O)C1CCOCC1)O2 returned IDH1 mut inh -2.1 and EZH2 inh 2.
For C[C@H]1CN([C@@H](C)CO)C(=O)c2cc(C#CC3(O)CCCC3)cnc2O[C@H]1CN(C)C(=O)C1CCCCC1 the results were IDH1 mut inh 0.1.
Screening O=C(CSc1nc(O)cc(=O)[nH]1)Nc1cccc(C(F)(F)F)c1 returned IDH1 mut inh 0.2 and EZH2 inh 1.
`Cc1ccc(S(=O)(=O)NCC[C@H]2CC[C@H](NC(=O)NC(C)C)[C@H](CO)O2)cc1` gave IDH1 mut inh 0.3 and EZH2 inh 3.
Screening O=C(C[C@@H]1C[C@H]2c3cc(NC(=O)c4cccnc4)ccc3O[C@H]2[C@H](CO)O1)NCC1CC1 returned IDH1 mut inh -0.2 and EZH2 inh -8.
`Cc1ccccc1S(=O)(=O)NCC[C@H]1CC[C@@H](NC(=O)C2CCOCC2)[C@H](CO)O1` gave IDH1 mut inh 0.0 and EZH2 inh -3.
`C[C@H]1CN([C@@H](C)CO)C(=O)Cc2cc(NC(=O)C3CCCCC3)ccc2O[C@H]1CN(C)Cc1ccc(-c2ccccc2)cc1` gave IDH1 mut inh 0.4.
Screening Cc1onc(-c2ccccc2)c1-c1ccnn1S(=O)(=O)c1ccc(Cl)cc1 returned IDH1 mut inh 0.2 and EZH2 inh 40.
`C[C@H]1CN([C@@H](C)CO)S(=O)(=O)c2ccc(-c3cncnc3)cc2O[C@@H]1CN(C)Cc1cccnc1` gave IDH1 mut inh 9.9 and EZH2 inh -2.
Screening Cc1noc(C)c1NC(=O)N(C)C[C@@H]1Oc2ccc(NC(=O)c3ccncc3)cc2CC(=O)N([C@@H](C)CO)C[C@@H]1C returned IDH1 mut inh 2.0.
`C[C@@H]1CN([C@@H](C)CO)S(=O)(=O)c2ccc(Br)cc2O[C@@H]1CN(C)C(=O)C1CC1` gave EZH2 inh -1&19.
C[C@@H]1CN([C@@H](C)CO)C(=O)c2cc(-c3cccnc3)cnc2O[C@@H]1CN(C)Cc1ccccc1 was read as IDH1 mut inh -1.6 and EZH2 inh 3.
`CCC(=O)Nc1ccc2c(c1)C(=O)N(C)C[C@H](OC)[C@@H](C)CN(C(=O)CC1CC1)[C@H](C)CO2` gave IDH1 mut inh -0.2 and EZH2 inh 8.
Screening C[C@@H]1CN([C@H](C)CO)S(=O)(=O)c2ccc(C#CC3CCCC3)cc2O[C@@H]1CN(C)C(=O)C1CC1 returned IDH1 mut inh -3.4 and EZH2 inh -12.
`C[C@H](CO)N1C[C@H](C)[C@H](CN(C)Cc2ccncc2)Oc2cc(Br)ccc2S1(=O)=O` gave EZH2 inh -3.
COc1ccc(NC(=O)N(C)C[C@@H]2Oc3ccc(NS(=O)(=O)c4ccc(Cl)cc4)cc3C(=O)N([C@H](C)CO)C[C@H]2C)cc1 was read as IDH1 mut inh -0.1.
Screening COc1ccc(Cl)cc1NC(=O)CN(C)S(=O)(=O)c1c(C)cc(C)cc1C returned IDH1 mut inh -0.1 and EZH2 inh 31.
C[C@H](CO)N1C[C@H](C)[C@H](CN(C)Cc2ccc(C(=O)Nc3ccccc3N)cc2)Oc2ccc(NC(=O)Nc3ccc4c(c3)OCO4)cc2C1=O was read as IDH1 mut inh 0.3 and EZH2 inh -28.
Cc1ccc(S(=O)(=O)Nc2ccc3c(c2)C(=O)N([C@@H](C)CO)C[C@H](C)[C@@H](CN(C)Cc2ccc(Cl)c(Cl)c2)O3)cc1 was read as IDH1 mut inh 0.3.

By substructure, the entries above containing a halogen (10)
For C[C@H]1CCCCO[C@H](CN(C)S(=O)(=O)c2cn(C)cn2)[C@@H](C)CN([C@@H](C)CO)C(=O)c2cc(NS(=O)(=O)c3ccc(Cl)cc3)ccc2O1 the results were IDH1 mut inh -3.3.
COc1cc(OC)c(NC(=O)COc2ccc([N+](=O)[O-])cc2)cc1Cl was read as IDH1 mut inh 0.2 and EZH2 inh -34.
O=C(N[C@@H]1CC[C@H](CCn2cc(-c3ccccn3)nn2)O[C@H]1CO)c1ccc(F)cc1 was read as IDH1 mut inh 0.1 and EZH2 inh 3.
Screening O=C(CSc1nc(O)cc(=O)[nH]1)Nc1cccc(C(F)(F)F)c1 returned IDH1 mut inh 0.2 and EZH2 inh 1.
Screening Cc1onc(-c2ccccc2)c1-c1ccnn1S(=O)(=O)c1ccc(Cl)cc1 returned IDH1 mut inh 0.2 and EZH2 inh 40.
`C[C@@H]1CN([C@@H](C)CO)S(=O)(=O)c2ccc(Br)cc2O[C@@H]1CN(C)C(=O)C1CC1` gave EZH2 inh -1&19.
`C[C@H](CO)N1C[C@H](C)[C@H](CN(C)Cc2ccncc2)Oc2cc(Br)ccc2S1(=O)=O` gave EZH2 inh -3.
COc1ccc(NC(=O)N(C)C[C@@H]2Oc3ccc(NS(=O)(=O)c4ccc(Cl)cc4)cc3C(=O)N([C@H](C)CO)C[C@H]2C)cc1 was read as IDH1 mut inh -0.1.
Screening COc1ccc(Cl)cc1NC(=O)CN(C)S(=O)(=O)c1c(C)cc(C)cc1C returned IDH1 mut inh -0.1 and EZH2 inh 31.
Cc1ccc(S(=O)(=O)Nc2ccc3c(c2)C(=O)N([C@@H](C)CO)C[C@H](C)[C@@H](CN(C)Cc2ccc(Cl)c(Cl)c2)O3)cc1 was read as IDH1 mut inh 0.3.

More entries follow:
For CC(C)C#Cc1cnc2c(c1)C(=O)N([C@@H](C)CO)C[C@@H](C)[C@@H](CN(C)C(=O)Nc1ccccc1)O2 the results were IDH1 mut inh -1.0 and EZH2 inh 3.
CCC(=O)Nc1ccc2c(c1)C(=O)N(C)C[C@@H](OC)[C@H](C)CN(CC1CC1)[C@H](C)CO2 was read as IDH1 mut inh -0.5 and EZH2 inh 6.
Screening CO[C@@H]1CN(C)C(=O)c2cc(NC(C)=O)ccc2OC[C@@H](C)N(CC2CCCCC2)C[C@@H]1C returned EZH2 inh -10.
C[C@@H]1CN([C@H](C)CO)C(=O)c2cccc(NC(=O)Nc3ccc(F)cc3)c2O[C@@H]1CN(C)Cc1ccc(C(=O)O)cc1 was read as IDH1 mut inh 3.6 and EZH2 inh 10.
For COc1ccc(NC(=O)N(C)C[C@@H]2Oc3ccc(NS(C)(=O)=O)cc3CC(=O)N([C@@H](C)CO)C[C@@H]2C)cc1 the results were IDH1 mut inh 0.6.
Screening C[C@@H]1CN([C@@H](C)CO)C(=O)c2cccc(NS(=O)(=O)c3ccc(F)cc3)c2O[C@@H]1CN(C)Cc1ccccc1 returned EZH2 inh -5.
Screening O=C(CC1CC1)N[C@@H]1CC[C@H](CCNS(=O)(=O)c2ccc(Cl)cc2)O[C@H]1CO returned IDH1 mut inh 0.0 and EZH2 inh 6.
`C[C@H]1CN([C@@H](C)CO)S(=O)(=O)c2ccc(C#CCN(C)C)cc2O[C@H]1CN(C)S(C)(=O)=O` gave IDH1 mut inh 3.1 and EZH2 inh -17.
For CC(C)NC(=O)N(C)C[C@@H]1OCCCC[C@H](C)Oc2ccc(NS(=O)(=O)c3ccc(F)cc3)cc2C(=O)N([C@@H](C)CO)C[C@@H]1C the results were IDH1 mut inh 2.7.
`COc1ccc(NC(=O)CN(C)S(=O)(=O)c2ccc(C)cc2)cc1` gave IDH1 mut inh 0.1 and EZH2 inh -5.
Screening O=C(CSc1nc(O)cc(=O)[nH]1)Nc1cc(Cl)cc(Cl)c1 returned IDH1 mut inh 0.4 and EZH2 inh 2.
For CN(C)CCN(C)Cc1cc([N+](=O)[O-])ccc1O the results were IDH1 mut inh 0.6 and EZH2 inh -10.
`CC(=O)c1ccc(-n2c(CCC(=O)O)ccc2-c2ccc(Br)cc2)cc1` gave IDH1 mut inh 0.0 and EZH2 inh 23.
For CCOc1ccc(NC(=O)Cn2cc(C(=O)OC)c3ccccc32)cc1 the results were IDH1 mut inh 0.5 and EZH2 inh -11.
Screening C/C=C/c1ccc2c(c1)O[C@@H](CN(C)C(=O)NC(C)C)[C@H](C)CN([C@@H](C)CO)S2(=O)=O returned IDH1 mut inh -0.1 and EZH2 inh -6.
`CC(=O)OC[C@@]12C(=O)C[C@@H](C)[C@]3(C[C@@H](c4ccoc4)OC3=O)[C@H]1CC[C@H](OC(C)=O)[C@]21CO1` gave IDH1 mut inh -0.1.
For CNC[C@H]1Oc2cc(C#CCN(C)C)ccc2S(=O)(=O)N([C@H](C)CO)C[C@@H]1C the results were IDH1 mut inh -3.0 and EZH2 inh -10.
Screening C[C@H](CO)N1C[C@H](C)[C@@H](CN(C)C(=O)Cc2ccncc2)Oc2cc(C3=CCCC3)ccc2S1(=O)=O returned IDH1 mut inh 3.8 and EZH2 inh -2.
For COc1ccc(S(=O)(=O)N(C)C[C@H]2Oc3ccc(NC(=O)CCC(F)(F)F)cc3C(=O)N([C@@H](C)CO)C[C@H]2C)cc1 the results were IDH1 mut inh 0.1.
Screening O=C(C1=C[C@H](C2CCCCC2)C[C@H](OCc2ccc(CO)cc2)O1)N1CCOCC1 returned EZH2 inh 0.
Screening CS(=O)(=O)Nc1ccc2c(c1)[C@H]1C[C@H](CC(=O)NCc3ccc(Oc4ccccc4)cc3)O[C@@H](CO)[C@H]1O2 returned IDH1 mut inh 0.0 and EZH2 inh 0.
C=CCOC(=O)C1=C[C@H](c2ccc(C(F)(F)F)cc2)[C@@H](CCCO)[C@H](OCC)O1 was read as EZH2 inh 12.
`C[C@H](CO)N1C[C@H](C)[C@H](CN(C)S(=O)(=O)c2ccc(F)cc2)Oc2ccc(NC(=O)Nc3ccc(F)cc3)cc2CC1=O` gave IDH1 mut inh -0.2.
CC(C)CC#Cc1ccc2c(c1)O[C@@H](CN(C)Cc1ccccn1)[C@H](C)CN([C@@H](C)CO)S2(=O)=O was read as IDH1 mut inh 4.7 and EZH2 inh 25.
`C/C=C/c1ccc2c(c1)O[C@H](CN(C)C(=O)Cc1ccccc1)[C@H](C)CN([C@@H](C)CO)S2(=O)=O` gave IDH1 mut inh -0.6 and EZH2 inh -14.
C[C@@H]1CCCCO[C@H](CN(C)C(=O)c2ccccc2)[C@@H](C)CN([C@H](C)CO)C(=O)c2cc(NC(=O)c3ccccc3)ccc2O1 was read as EZH2 inh 7.
`C[C@H](O)C#Cc1cnc2c(c1)C(=O)N([C@H](C)CO)C[C@@H](C)[C@@H](CN(C)Cc1cncnc1)O2` gave IDH1 mut inh -3.3 and EZH2 inh 2.
O=C(O)c1cc(N(Cc2ccccc2O)Cc2ccccc2O)ccc1O was read as IDH1 mut inh 0.0.
C[N+]1(C)CCCC(OC(=O)C(O)(c2ccccc2)c2ccccc2)C1 (stereo not given) was read as IDH1 mut inh -1.2.
C[C@H]1CN([C@@H](C)CO)C(=O)Cc2cc(NC(=O)Nc3ccccc3)ccc2O[C@H]1CN(C)C(=O)Nc1ccc2c(c1)OCO2 was read as IDH1 mut inh -9.3.
For COc1ccccc1NC(=O)N1C[C@@H](C)[C@H](OC)CN(C)C(=O)c2cc(NC(=O)c3cnccn3)ccc2OC[C@H]1C the results were IDH1 mut inh 0.7 and EZH2 inh 2.
`C/C=C/c1cnc2c(c1)C(=O)N([C@@H](C)CO)C[C@@H](C)[C@@H](CN(C)C(=O)Cc1ccccn1)O2` gave IDH1 mut inh 0.4 and EZH2 inh 1.
Screening C[C@H](CO)N1C[C@H](C)[C@H](CN(C)C(=O)C2CCCCC2)Oc2cc(C#CC3CC3)ccc2S1(=O)=O returned EZH2 inh -14.
For COc1cccc(S(=O)(=O)Nc2ccc3c(c2)[C@H]2C[C@@H](CC(=O)NC4CCCCC4)O[C@@H](CO)[C@H]2O3)c1 the results were IDH1 mut inh -0.1 and EZH2 inh 0.
COC(=O)c1c(NC(=O)c2cc(-c3ccccn3)nc3c(C)cc(C)cc23)sc(C)c1C was read as IDH1 mut inh 0.1 and EZH2 inh -4.
For COCC(=O)N1C[C@@H](C)[C@@H](OC)CN(C)C(=O)c2cc(NC(=O)C3CCC3)ccc2OC[C@H]1C the results were IDH1 mut inh 0.4 and EZH2 inh 2.
`COc1ccc(CN(C)C[C@H]2OCCCC[C@@H](C)Oc3ccc(NS(=O)(=O)c4c(C)noc4C)cc3C(=O)N([C@H](C)CO)C[C@H]2C)cc1` gave IDH1 mut inh 1.4.
Screening O=C(C[C@@H]1C=C[C@@H](NC(=O)Nc2ccc(C(F)(F)F)cc2)[C@H](CO)O1)NCc1cccc(F)c1 returned IDH1 mut inh -0.1 and EZH2 inh -8.
COc1ccc(S(=O)(=O)Nc2cccc3c2O[C@H](CN(C)Cc2ccncc2)[C@@H](C)CN([C@@H](C)CO)C3=O)cc1 was read as IDH1 mut inh 1.1.
CC(C)NC(=O)Nc1cccc2c1O[C@H](CN(C)Cc1ccncc1)[C@H](C)CN([C@@H](C)CO)C2=O was read as IDH1 mut inh 3.6 and EZH2 inh -1.
COc1ccc(OC)c(NC(=O)Cc2c(OC)ccc3cc(Br)ccc23)c1 was read as IDH1 mut inh -0.3 and EZH2 inh -3.
COc1ccc(S(=O)(=O)Nc2ccc3c(c2)CC(=O)N([C@@H](C)CO)C[C@@H](C)[C@H](CN(C)Cc2ccccc2)O3)cc1 was read as IDH1 mut inh -0.3 and EZH2 inh -11.

These rows are one share of the data. The share of hits here may be higher or lower than overall.
